Source: PubChem
TRPC4 agonist: activators of mouse TRPC4 channel; HEK293 TRPC4beta/mu-opioid, Fluo4 calcium fluorescence; active compounds read high; B-score at 10 µM; hit rate 0.49% among 310,000; AID 2237;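 active = B-score above 5 SD of library B-scores, and initial fluorescence ratio not above library mean plus 5 SD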;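 also: positive B-score marks a calcium rise read as TRPC4 activation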
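Assay system: HEK293 stable line with TRPC4beta plus mu-opioid receptor; schedule: 45 min room-temperature Fluo4 loading, 110 s read; technique: kinetic Fluo4 calcium fluorescence; evaluation: integrated baseline-normalised fluorescence ratio, converted to per-well B score; controls: buffer (low) and maximal DAMGO (high)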
TRPC6 activator: activators of mouse TRPC6 channel; HEK293-TRPC6 membrane potential dye fluorescence; active compounds read high; Q61143; hit rate 0.13% among 310,000; AID 2550; B-score at 10 µM;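 active = B-score of the integrated fluorescence ratio above library mean plus 3 SD, and starting fluorescence ratio within library mean plus 5 SD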;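 also: higher score means more depolarization so channel activation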
SKKanGAS inh: SKKanGAS growth inhibition. inhibition, % at 7.5 µM. S. pyogenes SKKanGAS, kanamycin growth, BacTiter-Glo, 6 h. hit rate 1.3% among 300,000;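 active = mean replicate score, as percent of positive control median, at least 50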;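 also: strain carries kanamycin resistance gene driven by streptokinase promoter and grows in 40 µg/ml kanamycin; loss of luminescence reflects streptokinase promoter inhibition or plain growth inhibition; 0% = median of DMSO wells and 100% = positive control at its reference dose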
HIF activator: HIF pathway transcriptional activation. U2OS HRE-luciferase reporter, luminescence; normalized: DMSO 0%, desferrioxamine 100%. activation, % at 7.5 µM (by protocol). hit rate 0.32% among 300,000. AID 1910;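 active = mean activation of at least 10% of the iron chelator positive control signal, with at least half of replicates also reaching 10%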
MrgX1 antagonist: human MrgX1 receptor antagonism, primary screen; Q96LB2; MRGX1-HEK293 calcium flux, Fluo-4, BAM8-22 antagonism; active compounds read low; B-score at 10 µM; hit rate 1.3% among 310,000; AID 588676;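 active = calcium-response B-score plate-corrected more than 3 library SD below zero, starting fluorescence within 5 deviations, no agonist response on first addition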;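 also: peak minus trough fluorescence over baseline after final BAM8-22 challenge near maximal dose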
Target sequence (Q96LB2 whole entry, looked up): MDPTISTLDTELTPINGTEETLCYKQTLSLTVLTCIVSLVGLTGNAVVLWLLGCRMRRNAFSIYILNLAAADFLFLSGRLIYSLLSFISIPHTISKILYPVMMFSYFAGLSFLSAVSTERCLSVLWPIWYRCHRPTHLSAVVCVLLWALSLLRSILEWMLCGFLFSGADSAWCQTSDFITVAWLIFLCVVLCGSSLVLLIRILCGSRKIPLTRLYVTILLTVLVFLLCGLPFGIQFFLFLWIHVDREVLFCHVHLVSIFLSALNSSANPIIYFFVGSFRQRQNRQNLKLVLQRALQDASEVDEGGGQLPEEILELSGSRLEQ
aSyn UTR inh: 5' untranslated region of α-synuclein, MLPCN primary screen | hit rate 0.82% among 300,000 | alpha-synuclein 5'UTR reporter, inhibitor activity | inhibition, % (tested at 7.5 µM); in the data active = inhibition above about 60%;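 also: H4 neuroglioblastoma cells stably carrying SNCA 5'UTR luciferase fusion; 0% = DMSO wells and 100% = positive control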
IEC-6 cytotox: IEC-6 cytotoxicity, counter-screen for KLF5 inhibitors. luminescence viability. inhibition, % at 5 µM. hit rate 0.78% among 290,000. AID 1825; in the data active = inhibition above about 22%;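 also: 0% = plate median of test compound wells and 100% = cytotoxic reference compound wells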
TRPC4 block: TRPC4 (mouse) channel inhibition | Q9QUQ5 | HEK293 TRPC4beta/mu-opioid, DAMGO-evoked Fluo4 calcium flux; active compounds read low | B-score at 10 µM | hit rate 0.39% among 300,000 | AID 2247;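 active = B-score over 3 SD under the library average, no early fluorescence shift, positive overall ratio signal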
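Material: HEK293 cells with stable TRPC4beta plus mu-opioid receptor expression / Probe or stimulus: DAMGO in two steps, submaximal then maximal / Compound: single concentration per test compound / Technique: kinetic Fluo4 fluorescence imaging of calcium influx / Read-out: per-well B score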
TRPC6 inhibitor: mouse TRPC6 channel inhibition | HEK293-TRPC6, membrane potential dye, ACh-evoked depolarization; active compounds read low | B-score at 10 µM | hit rate 1.1% among 310,000 | AID 2553;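 active = B-score under library mean minus 3 SD, initial fluorescence not abnormally high, positive integrated signal ratio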;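 also: B-score derived from integrated fluorescence ratio over the kinetic read; more negative B-score means stronger inhibition of depolarization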
KLF5 inhibitor: suppresses KLF5 promoter-driven expression. DLD-1 KLF5 promoter-luciferase reporter, luminescence. inhibition, % at 5 µM. hit rate 0.23% among 290,000. AID 1700;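 active = inhibition above a per-plate limit of that plate's mean compound inhibition plus 3 SD, cut at about 60% in these data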;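 also: 0% = DMSO wells and 100% = LY294002 at 200 µM; higher means less KLF5 promoter-driven luciferase light; inactives centre near -14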
TRPC4 PAM: allosteric potentiators of mouse TRPC4 channel. HEK293 TRPC4beta/mu-opioid, DAMGO EC20, Fluo-4 Ca2+ flux; active compounds read high. AID 2227. hit rate 0.42% among 310,000. B-score at 10 µM. Q9QUQ5;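 active = B-score of calcium response area above 5 SD of library B-scores, with initial fluorescence ratio within 5 SD of library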;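 also: B-score of integrated fluorescence ratio over time as area under calcium response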
Starred values were filed as active, the others as inactive; i = inactive; / = not tested or not shown.

Start of the listing, in advance, nine compounds:
SMILES	TRPC4 agonist	TRPC6 activator	SKKanGAS inh	HIF activator	MrgX1 antagonist	aSyn UTR inh	IEC-6 cytotox	TRPC4 block	TRPC6 inhibitor	KLF5 inhibitor	TRPC4 PAM
Cc1cc2c(c(=O)n1Cc1cccnc1)C(c1cccs1)C(C#N)=C(N)O2 (stereo unspecified)	i	i	2.3	0.0	i	9.6	-0.5	i	i	-33.3	i
COc1ccc2c(c1)C(=O)CC(O)(C(F)F)O2 (stereo unspecified)	i	i	0.3	-0.1	i	2.3	6.4	i	i	1.3	i
O=C(CCCNC(=O)c1ccc(Cl)cc1)Nc1ccccc1F	i	i	0.6	0.2	i	0.5	-6.4	i	i	-2.6	i
O=C(c1cccc(Cl)c1)N1CCN(C(=O)c2ccco2)CC1	i	i	2.0	-1.0	i	8.8	-1.8	i	i	-14.1	i
Cc1onc(-c2c(Cl)cccc2Cl)c1COC(=O)c1ccc(Cl)cc1[N+](=O)[O-]	i	i	-18.6	-0.3	i	-22.2	1.4	i	i	-12.8	i
CC(C)n1cc(CN2CCC(C(=O)Nc3cccc(-c4cccc(Cl)c4)c3)CC2)cn1	i	i	-4.8	-0.2	i	-2.8	-0.1	i	i	-56.1	i
Cc1noc(NS(=O)(=O)c2ccc(NC(=O)C(F)(F)F)cc2)c1C	i	i	12.3	-27.6	i	2.9	2.7	i	i	-9.5	i
O=C1c2ccccc2C(=O)c2c1ncn2-c1ccccc1	i	i	-13.0	-1.1	i	70.3*	-0.5	i	i	-33.6	i
COc1ccccc1N(CC(=O)NC1CCCC1)C(=O)CCCC(=O)Nc1ccccn1	i	i	-0.5	-0.7	/	-12.9	0.3	i	i	-5.9	i

All compounds of this part, from the first entry:
SMILES	TRPC4 agonist	TRPC6 activator	SKKanGAS inh	HIF activator	MrgX1 antagonist	aSyn UTR inh	IEC-6 cytotox	TRPC4 block	TRPC6 inhibitor	KLF5 inhibitor	TRPC4 PAM
Cc1cc2c(c(=O)n1Cc1cccnc1)C(c1cccs1)C(C#N)=C(N)O2 (stereo unspecified)	i	i	2.3	0.0	i	9.6	-0.5	i	i	-33.3	i
COc1ccc2c(c1)C(=O)CC(O)(C(F)F)O2 (stereo unspecified)	i	i	0.3	-0.1	i	2.3	6.4	i	i	1.3	i
O=C(CCCNC(=O)c1ccc(Cl)cc1)Nc1ccccc1F	i	i	0.6	0.2	i	0.5	-6.4	i	i	-2.6	i
O=C(c1cccc(Cl)c1)N1CCN(C(=O)c2ccco2)CC1	i	i	2.0	-1.0	i	8.8	-1.8	i	i	-14.1	i
Cc1onc(-c2c(Cl)cccc2Cl)c1COC(=O)c1ccc(Cl)cc1[N+](=O)[O-]	i	i	-18.6	-0.3	i	-22.2	1.4	i	i	-12.8	i
CC(C)n1cc(CN2CCC(C(=O)Nc3cccc(-c4cccc(Cl)c4)c3)CC2)cn1	i	i	-4.8	-0.2	i	-2.8	-0.1	i	i	-56.1	i
Cc1noc(NS(=O)(=O)c2ccc(NC(=O)C(F)(F)F)cc2)c1C	i	i	12.3	-27.6	i	2.9	2.7	i	i	-9.5	i
O=C1c2ccccc2C(=O)c2c1ncn2-c1ccccc1	i	i	-13.0	-1.1	i	70.3*	-0.5	i	i	-33.6	i
COc1ccccc1N(CC(=O)NC1CCCC1)C(=O)CCCC(=O)Nc1ccccn1	i	i	-0.5	-0.7	/	-12.9	0.3	i	i	-5.9	i
Cc1cc(C)n(-c2nc(C(=O)O)cs2)n1	i	i	-7.4	0.1	i	-23.0	3.6	i	i	-10.5	i
CCCOc1ccc(-c2c(C(=O)N/N=C/C3CC=CCC3)nnn2-c2nonc2N)cc1 (stereo unspecified)	i	i	0.7	-0.3	i	-16.9	-2.3	i	i	-4.3	i
Cc1ccc(NC(=O)COC(=O)C(NS(=O)(=O)c2ccc(Cl)cc2)C(C)O)cc1 (stereo unspecified)	i	i	-8.7	0.2	i	-1.7	2.7	i	i	-15.7	i
O=C(Nc1ccc(O)cc1)/C(=C\c1cccs1)NC(=O)c1ccccc1	i	i	1.5	0.1	i	-11.0	0.6	i	i	-12.6	i
O=C(CCc1nc2ccccc2[nH]1)Nc1ccc2c(c1)OCO2	i	i	-0.4	0.8	i	-44.0	-2.5	i	i	-13.1	i
CC1(C)NC(=O)N(CCCOc2ccc(Br)cc2Cl)C1=O	i	i	3.2	3.2	i	-148.1	-1.8	i	i	-187.3	i
CCCCn1c(N)c(N(CCC(C)C)C(=O)CSc2nnc(C)s2)c(=O)[nH]c1=O	i	i	1.6	-0.3	i	12.7	-0.2	i	i	-13.0	i
O=c1oc2c(Cl)cc(Cl)cc2cc1-c1nnc(Nc2ccccc2F)s1	i	i	3.0	-0.7	i	-9.5	-8.5	i	i	-30.4	i
COC(=O)Cn1c(O)c(N=NC(=O)CNC(=O)c2ccncc2)c2ccccc21	i	i	-6.9	0.4	i	-4.7	4.0	i	i	-46.6	i
COC(=O)c1ccccc1NC(=O)Nc1c(C)n(C)n(-c2ccccc2)c1=O	i	i	0.9	0.0	i	0.5	0.4	i	i	-35.4	i
COC(=O)c1cc(S(=O)(=O)NCc2ccccc2)c[nH]1	i	i	-5.0	-0.1	i	8.3	0.1	i	i	-19.8	i
Cc1cccn2c(=O)c3cc(C(=O)NC4CCCCC4)n(C)c3nc12	i	i	2.2	-0.2	i	-20.9	-1.5	i	i	-7.7	i
CC1CN(C(=O)c2ccc3c(c2)OCO3)CC(C)O1 (stereo unspecified)	i	i	3.5	-0.1	i	-23.8	0.6	i	i	3.6	i
Cc1cnn(-c2nc(-c3cccs3)cc(C(F)(F)F)n2)c1	i	i	-8.0	-0.4	i	28.5	6.3	i	i	11.2	i
COc1ccc(-n2c(SCC(=O)N3CCC(C(=O)O)CC3)nc3ccccc3c2=O)cc1OC	i	i	1.3	-0.7	i	-12.1	-3.1	i	i	-22.1	i
COc1ccc(N(CC(=O)N/N=C/c2ccccc2F)S(=O)(=O)c2ccccc2)cc1	i	i	0.4	-0.8	i	17.7	-8.2	i	i	-23.2	i
Fc1cccc(Cn2cc(C(=S)N3CCOCC3)c3ccccc32)c1	i	i	-11.9	0.0	i	-10.5	9.6	i	i	-11.0	i
CON(C)c1nc(Oc2ccc(=O)[nH]n2)nc(N(C)C)n1	i	i	-13.5	0.4	i	-9.5	-4.6	i	i	-30.3	i
C=CCNc1nc(NCc2ccco2)nc(OCC)n1	i	i	-2.7	-0.4	i	7.9	-1.5	i	i	-6.8	i
CCN1C(=O)C(=O)N(CC(=O)N2CCN(c3ccccc3)CC2)C1=O	i	i	-5.1	1.2	i	8.9	/	i	i	/	i
O=C(NC(=S)NC1CCS(=O)(=O)C1)c1ccccc1Br (stereo unspecified)	i	i	4.4	-0.1	i	-2.7	-8.6	i	i	-10.7	i
COc1cccc(NC(=O)CN2CCc3ccccc3C2)c1	i	i	1.7	2.2	i	-2.8	-1.8	i	i	-32.7	i
O=C(CN(c1ccc(F)cc1)S(=O)(=O)c1ccccc1)Nc1ccccc1C(=O)O	i	i	11.9	0.0	i	14.6	2.2	i	i	-20.8	i
CCC1CCCCN1CCCNC(=O)Cn1ncn2nc(-c3ccc(OC)cc3)cc2c1=O (stereo unspecified)	i	i	-0.5	3.2	i	-60.9	-0.5	i	i	-24.8	i
CCCNC(=O)c1cccc(C(F)(F)F)c1	i	i	-7.2	0.2	i	7.8	1.0	i	i	-12.0	i
O=C(CN1C(=O)C2C3C=CC(C3)C2C1=O)NCc1ccccc1 (stereo unspecified)	i	i	-3.5	-0.3	i	23.2	-7.7	i	i	-24.1	i
C=C1CCN([C@H](C(=O)Nc2ccc(OC)cc2)C(C)C)S(=O)(=O)c2ccccc21	i	i	1.4	-0.5	i	4.0	/	i	i	/	i
O=C(c1cc2nc(-c3ccccc3)cc(-c3ccccc3)n2n1)N1CCCC1	i	i	21.1	-0.4	i	31.5	-3.3	i	i	-16.4	i
COc1cc(NC(=O)CN(c2cc(C)cc(C)c2)S(=O)(=O)c2c(C)[nH]c(=O)[nH]c2=O)cc(OC)c1	i	i	26.8	1.1	i	-35.5	3.8	i	i	-7.5	i
CC(=O)c1cccc(NC(=O)c2cnn(-c3ccccc3)c2C)c1	i	i	-5.2	0.7	i	-181.0	9.6	i	i	-96.2	i
O=C(CSCc1ccccc1)N1CCN(c2cccc(C(F)(F)F)c2)CC1	i	i	12.5	-0.2	i	-9.2	-5.1	i	i	-22.0	i
CCN(CCCNC(=O)CN1C(=O)COc2ccccc21)c1cccc(C)c1	i	i	1.5	-0.2	i	20.7	-4.6	i	i	-35.1	i
O=C(NC1CCCCC1)c1cc2ccccc2cc1O	i	i	14.2	1.0	i	-81.2	-6.4	i	i	-36.5	i
COc1cc(C2CC(=O)NC3=C2C(=O)CC(C)(C)C3)cc(OC)c1O (stereo unspecified)	i	i	-4.1	0.9	i	7.7	-2.2	i	i	-17.0	i
CCCCc1nc2cc(C(=O)N3CCCCC3CCO)ccc2o1 (stereo unspecified)	i	i	40.0	1.3	i	-37.5	-4.2	i	i	-57.3	i
N#C/C(C(=O)N1CCCCC1)=C1/N=C(NC(=O)c2ccc(F)cc2)c2ccccc21	i	i	-4.5	0.7	i	2.2	-4.3	i	i	-12.0	i
Fc1ccccc1NC(=S)N1CCN(C/C=C/c2ccccc2)CC1	i	i	0.2	0.2	i	10.6	4.7	i	i	-27.3	i
Cc1ccccc1OCC(=O)OCC(=O)c1ccc(-c2ccccc2)cc1	i	i	4.1	0.3	i	18.9	-4.0	i	i	-6.2	i
CCn1ccc(C(=O)Nc2c(C)nn(Cc3c(F)c(F)c(F)c(F)c3F)c2C)n1	i	i	-4.6	-0.6	i	8.3	2.0	i	i	-31.5	i
